# LMP1 NFkB inh – EBV LMP1-driven NF-kappaB luciferase reporter inhibitors, primary screen, cell-based, luminescence, single point. LMP1-induced NF-kappaB luciferase reporter cells. 350,000 tested, 0.69% active. AID 504558, 2011. inhibition, % at 12.5 µM; in the data active = inhibition above about 41%;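 note: 0% = neutral control wells and 100% = reference inhibitor control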
# ABHD5 PLIN5 PPI – ABHD5-PLIN5 interaction inhibitors, primary screen, cell lysate, split luciferase complementation, luminescence | Perilipin-5 (Homo sapiens) + 1-acylglycerol-3-phosphate O-acyltransferase ABHD5 (Homo … | Split G. princeps luciferase complementation, 4 h | inhibition, % at 4 µM | 360,000 tested, 0.78% active | AID 602281, 2012;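 active = inhibition above the mean inhibition across every tested compound plus 3 SD, cut at about 22% in these data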;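 note: 0% = DMSO only wells and the 100% control is not disclosed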
# COUP-TFII inh – NR2F2 transcriptional activity inhibitors, primary screen, cell-based, luciferase reporter, HEK293T, luminescence | AID 686940, 2013 | HEK293T NGFI-A luciferase reporter | inhibition, % at 8.6 µM | 370,000 tested, 0.7% active | COUP transcription factor 2 (Homo sapiens), P24468;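 active = inhibition above a per-plate cutoff, mean inhibition of test wells between control levels plus 3 SD, cut at about 38% in these data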;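 note: cells cotransfected with COUP-TFII expression vector driving the NGFI-A reporter; 0% = median of COUP-TF2 test wells and 100% = reporter-only cells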
# MC4R antagonist – MC4R antagonists of cAMP signaling, primary screen, cell-based, TR-FRET, antagonist arm of biased-ligand search; Melanocortin receptor 4 (Homo sapiens), P32245; MC4R-expressing cells, MTII-stimulated cAMP, LANCE TR-FRET; inhibition, % at 6.5 µM; 360,000 tested, 0.48% active;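 active = inhibition above its plate's cutoff, the mean of tested wells on that plate plus 3 SD, cut at about 29% in these data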;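 note: 0% = Melanotan II alone and 100% = Melanotan II plus saturating MCL0020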
#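 System – human MC4R-expressing U2OS cells · Also added – Melanotan II · Dosing – one concentration, 6.5 µM nominal · Timing – 30-min compound, 1-h challenge, 1-h detection, room temperature · Measured by – Eu-cAMP/anti-cAMP TR-FRET, emission 671 nm · Replicates – singlicate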
# SRC2 inh – inhibition of GAL4-SRC2 driven luciferase reporter, primary screen, SRC2 inhibitor project, cell-based, luminescence; Nuclear receptor coactivator 2 (Homo sapiens), Q15596; 370,000 tested, 0.17% active; inhibition, % at 9 µM; HEK293 GAL4-SRC2 luciferase reporter;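 active = inhibition above the mean inhibition of all tested compounds plus 3 SD, set per campaign, cut at about 52% in these data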;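 note: 0% = DMSO treated cells and 100% = cells given Gossypol at 36 µM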
# SRC3 inh – SRC3 coactivator transcriptional activity inhibitors, primary screen, cell-based, luminescence | AID 588352, 2011 | Nuclear receptor coactivator 3 (Homo sapiens), Q9Y6Q9 | inhibition, % at 3.6 µM | 360,000 tested, 0.17% active | HEK293 GAL4-SRC3 luciferase reporter;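 active = inhibition above a per-campaign cutoff, the mean of all compounds plus 3 SD, cut at about 60% in these data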;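 note: 0% = DMSO-treated cells and 100% = gossypol-treated cells at 36 µM; higher means less SRC3-driven luciferase light from the GAL4 reporter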
# NOD2 RIPK2 PPI – NOD2-RIPK2 binding disruptors in cells, primary screen, fluorescence, CHO cells, BLA complementation. CCF4 ratio. AID 624267, 2012. Receptor-interacting serine/threonine-protein kinase 2 (Homo sapiens), O43353. 360,000 tested, 0.38% active. inhibition, % at 4.98 µM; in the data active = inhibition above about 21%;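 note: 0% = vehicle only and 100% = reference blocker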
# Target sequence (O43353 whole entry, looked up): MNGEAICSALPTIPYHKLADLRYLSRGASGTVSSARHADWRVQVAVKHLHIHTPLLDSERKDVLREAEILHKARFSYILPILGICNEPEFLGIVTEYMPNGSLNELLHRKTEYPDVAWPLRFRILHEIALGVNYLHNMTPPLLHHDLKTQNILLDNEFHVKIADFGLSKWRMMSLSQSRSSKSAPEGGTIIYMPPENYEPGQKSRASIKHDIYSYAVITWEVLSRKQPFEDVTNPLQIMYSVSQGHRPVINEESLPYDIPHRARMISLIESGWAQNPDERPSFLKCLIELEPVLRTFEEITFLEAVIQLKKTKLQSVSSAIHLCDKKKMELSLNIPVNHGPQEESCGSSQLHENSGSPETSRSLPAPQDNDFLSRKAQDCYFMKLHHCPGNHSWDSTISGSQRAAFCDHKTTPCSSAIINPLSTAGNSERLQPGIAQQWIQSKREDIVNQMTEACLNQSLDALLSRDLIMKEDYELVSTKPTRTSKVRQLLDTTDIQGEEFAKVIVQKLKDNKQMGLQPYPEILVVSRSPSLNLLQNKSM
# TLR9-MyD88 block – inhibitors of TLR9-MyD88 association in cells, primary screen, cell-based, CHO, BLA complementation, fluorescence; Toll-like receptor 9 (Homo sapiens) + Myeloid differentiation primary response protein …; CCF4 FRET ratio; inhibition, % at 4.98 µM; 340,000 tested, 0.21% active; AID 504734, 2011;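 active = inhibition above the mean over all tested compounds plus 3 SD, cut at about 21% in these data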;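 note: 0% = DMSO only wells and 100% = clavulanate BLA inhibitor control wells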
# SRC1 inh – SRC1 coactivator transcriptional activity inhibitors, primary screen, cell-based, luminescence; Nuclear receptor coactivator 1 (Homo sapiens), Q15788; HEK293 GAL4-SRC1 luciferase reporter; inhibition, % at 3.6 µM; 360,000 tested, 0.12% active; AID 588354, 2011;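 active = inhibition above the campaign mean plus 3 SD, with each screening campaign given its own cutoff, cut at about 60% in these data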;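 note: 0% = DMSO treated cells and 100% = gossypol at 36 µM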
# NR5A2 inv ag – LRH-1 (NR5A2) inverse agonists, primary screen, cell-based, luminescence, HEK293T, StAR-luciferase reporter; Nuclear receptor subfamily 5 group A member 2 (Homo sapiens), O00482; LRH-1 transfected, 24 h; inhibition, % at 3.6 µM; 360,000 tested, 0.13% active; AID 602396, 2012;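 active = inhibition above the mean inhibition of all tested compounds plus 3 SD, cut at about 73% in these data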;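 note: 0% = DMSO wells and 100% = reporter-only cells lacking LRH-1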
# Target sequence (O00482 whole entry, looked up): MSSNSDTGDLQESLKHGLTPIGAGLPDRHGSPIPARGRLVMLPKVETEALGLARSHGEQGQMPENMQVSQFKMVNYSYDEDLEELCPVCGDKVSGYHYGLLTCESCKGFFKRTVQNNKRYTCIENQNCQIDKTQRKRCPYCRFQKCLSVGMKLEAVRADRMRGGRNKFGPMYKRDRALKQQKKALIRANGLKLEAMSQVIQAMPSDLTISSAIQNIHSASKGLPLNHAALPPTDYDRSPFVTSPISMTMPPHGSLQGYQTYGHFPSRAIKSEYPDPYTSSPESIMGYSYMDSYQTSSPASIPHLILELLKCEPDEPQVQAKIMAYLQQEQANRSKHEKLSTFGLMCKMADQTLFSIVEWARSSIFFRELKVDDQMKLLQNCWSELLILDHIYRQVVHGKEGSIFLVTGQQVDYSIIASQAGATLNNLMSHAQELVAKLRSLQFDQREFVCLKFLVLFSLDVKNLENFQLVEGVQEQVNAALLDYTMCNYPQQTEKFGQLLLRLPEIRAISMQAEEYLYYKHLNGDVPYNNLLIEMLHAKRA
# MC4R barr agon – MC4R agonists recruiting beta-arrestin, primary screen, cell-based, luminescence, agonist arm of biased-ligand search | Melanocortin receptor 4 (Homo sapiens), P32245 | U2OS MC4R beta-arrestin complementation; percent of melanotan II response, DMSO zero | activation, % at 8.9 µM | 360,000 tested, 0.98% active;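 active = activation above a per-plate cutoff, the mean activation of sample wells on that plate plus 3 SD, cut at about 8% in these data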
# * marks the source's active call; other numbers are inactive results; . = no result given.
SMILES,LMP1 NFkB inh,ABHD5 PLIN5 PPI,COUP-TFII inh,MC4R antagonist,SRC2 inh,SRC3 inh,NOD2 RIPK2 PPI,TLR9-MyD88 block,SRC1 inh,NR5A2 inv ag,MC4R barr agon
COc1cccc(NC(=O)NCCCN2CCN(c3ccc(F)cc3)CC2)c1,2,7,4,6,3,11,-15,-3,9,6,0.2
CCCn1c(N2CCN(C)CC2)nc2c1c(=O)[nH]c(=O)n2C,4,2,10,-1,-28,6,-2,4,4,7,-2.1
Cc1cc(Cl)ccc1OCC(=O)N1CC(C)CC(C)C1 (configuration not stated),2,-9,-2,8,9,6,-6,9,-6,-11,1.4
CC(=O)NC1=C(Nc2ccc(N(C)C)cc2)C(=O)c2ccccc2C1=O,-7,-6,-64,-46,-66,-185,-7,-9,-151,-174,-3.3
O=C(NCc1cccnc1)Nc1ccc(Cl)c(Cl)c1,-34,7,-1,-3,-36,-16,3,-3,-18,-25,-1.8
COc1ccc(OC)c(-n2cnc3cc(C(=O)NCCCN4CCOCC4)ccc32)c1,-10,13,.,0,.,-5,-6,-2,-7,-3,0.4
COC(=O)/C=C/C(=O)NCc1ccco1,-20,4,1,1,-5,13,-3,-2,9,10,-1.7
Cn1c(SCC(=O)c2ccc(O)cc2O)nnc1-c1ccccc1,3,-4,16,-1,7,-29,-3,-6,-20,0,-0.9
CCNC(=O)CN1c2cccc3cccc(c23)S1(=O)=O,0,3,-2,11,-12,-15,-9,-2,-6,-11,-0.8
O=C(N/N=C/c1ccc(Cl)c([N+](=O)[O-])c1)c1ccc2c(c1)OCCO2,11,0,-1,5,-6,-10,-3,-3,-40,13,0.2
COc1ccc(/C=N/NC(=O)/C(=C/c2ccccc2)CCO)cc1,0,-3,1,-4,-37,-15,-2,-19,-16,-2,-0.4
CCc1ccc(-c2csc3ncn(Cc4ccc(C(=O)O)cc4)c(=O)c23)cc1,-3,5,13,28,-10,4,3,-6,2,-12,1.6
CSc1ccccc1NC(=O)CSc1nnc(COc2ccccc2)o1,-5,-3,-8,6,7,-6,-2,-5,8,1,-1.0
N/C(=N\OC(=O)CCCOc1ccccc1)c1cccc(Br)c1,-3,-3,-7,1,-15,16,-2,6,-4,-1,-2.7
CC(C)(C)c1csc(NC(=O)Cn2cnc3ccccc3c2=O)n1,1,-12,-11,-3,-34,-38,8,3,-3,20,-1.7
O=C(COC(=O)Cc1ccsc1)NC1CCCCCC1,10,-5,9,-1,-1,-7,-2,-3,9,-11,-1.3
CCOC(=O)c1cn(-c2c(C)n(C)n(-c3ccccc3)c2=O)c2c(F)c(F)c(F)cc2c1=O,.,-6,-3,-1,-1,18,-3,.,-24,-10,-0.6
CC(OC(=O)c1nc(Cl)ccc1Cl)C(=O)NC1CCCCC1C (configuration not stated),0,-2,15,1,16,-2,5,-1,-8,6,-0.8
Cc1noc(/C=C/c2ccco2)c1S(=O)(=O)N1CCC(C(=O)Nc2ccc(Cl)cn2)CC1,12,11,33,4,34,19,4,2,27,17,-2.1
COc1ccc2nc(C)cc(NCc3ccc(F)cc3)c2c1,-6,6,4,-2,-16,-10,24*,38*,-13,1,0.2
Fc1ccccc1CNc1nc(NCC2CC2)nc2ccsc12,.,6,16,1,14,-2,2,.,-12,10,0.9
O=C1OC(=O)c2cc([N+](=O)[O-])ccc21,-10,14,-6,5,-23,-13,3,3,10,29,0.9
CCCC1=C(C(=O)OCC)C(c2cc(Cl)cc(OC)c2OCC(=O)OCC)NC(=O)N1 (configuration not stated),-36,8,-4,-1,-4,2,5,-4,-14,3,0.1
Cc1ccc(NC(=O)C2c3ccccc3Oc3ccccc32)nc1,9,-6,21,13,13,17,-6,.,15,0,0.4
Cc1cccc(NC(=O)c2ccc(Cn3cc(C(F)(F)F)ccc3=O)cc2)c1,-14,-1,-1,-2,-8,-9,-5,2,11,19,-1.3

# Nine of these compounds in a different format:
# Below each compound – LMP1 NFkB inh, ABHD5 PLIN5 PPI, COUP-TFII inh, MC4R antagonist, SRC2 inh, SRC3 inh, NOD2 RIPK2 PPI, TLR9-MyD88 block, SRC1 inh, NR5A2 inv ag, MC4R barr agon
COc1cccc(NC(=O)NCCCN2CCN(c3ccc(F)cc3)CC2)c1
  2, 7, 4, 6, 3, 11, -15, -3, 9, 6, 0.2
CCCn1c(N2CCN(C)CC2)nc2c1c(=O)[nH]c(=O)n2C
  4, 2, 10, -1, -28, 6, -2, 4, 4, 7, -2.1
Cc1cc(Cl)ccc1OCC(=O)N1CC(C)CC(C)C1 (configuration not stated)
  2, -9, -2, 8, 9, 6, -6, 9, -6, -11, 1.4
CC(=O)NC1=C(Nc2ccc(N(C)C)cc2)C(=O)c2ccccc2C1=O
  -7, -6, -64, -46, -66, -185, -7, -9, -151, -174, -3.3
O=C(NCc1cccnc1)Nc1ccc(Cl)c(Cl)c1
  -34, 7, -1, -3, -36, -16, 3, -3, -18, -25, -1.8
COc1ccc(OC)c(-n2cnc3cc(C(=O)NCCCN4CCOCC4)ccc32)c1
  -10, 13, ., 0, ., -5, -6, -2, -7, -3, 0.4
COC(=O)/C=C/C(=O)NCc1ccco1
  -20, 4, 1, 1, -5, 13, -3, -2, 9, 10, -1.7
Cn1c(SCC(=O)c2ccc(O)cc2O)nnc1-c1ccccc1
  3, -4, 16, -1, 7, -29, -3, -6, -20, 0, -0.9
CCNC(=O)CN1c2cccc3cccc(c23)S1(=O)=O
  0, 3, -2, 11, -12, -15, -9, -2, -6, -11, -0.8

# Next section:
SMILES,LMP1 NFkB inh,ABHD5 PLIN5 PPI,COUP-TFII inh,MC4R antagonist,SRC2 inh,SRC3 inh,NOD2 RIPK2 PPI,TLR9-MyD88 block,SRC1 inh,NR5A2 inv ag,MC4R barr agon
O=S1(=O)CCO[C@H]2Cc3ccccc3[C@H]2N1Cc1ccc(Cl)cc1,-23,4,6,7,-3,-13,-1,1,-7,13,1.7
COc1cccc(CNC(=O)CS(=O)(=O)Cc2nc(-c3ccc(C)cc3)oc2C)c1OC,4,2,-24,-4,-11,6,0,1,12,24,1.6
Cc1ccccc1NC(=O)Cc1nc(COC(=O)CCNS(=O)(=O)c2ccccc2)cs1,1,-1,-23,-1,8,-16,2,3,-3,2,0.2
O=C(NCc1ccc(F)cc1)c1cc2ccccc2o1,0,6,-3,-2,-19,-8,-20,0,-15,2,-0.3
Nc1nonc1C(=Nc1ccc(Br)cc1)NO,-6,0,-3,-8,-24,2,2,-2,-13,-3,-0.6
COc1ccc(/C=C/C(=O)NC(=S)Nc2ccc(S(N)(=O)=O)cc2)cc1,-1,10,-6,4,-14,0,-2,-3,-31,-10,2.0
CCN1CCc2c(sc(NC(=O)c3ccc(S(=O)(=O)N4CCOCC4)cc3)c2C(=O)OC)C1,-26,2,-6,-1,-47,-1,2,-6,-14,-3,-1.2
CCC(=O)N1CCC1(C)C(=O)Nc1ccc(F)cc1 (configuration not stated),.,-7,1,14,0,-4,-4,.,-11,-3,-0.4
O=C(NCc1ccccn1)c1ccc([N+](=O)[O-])cc1,0,-6,4,10,-25,10,2,-5,5,0,-1.5
CCOc1ccccc1NC(=O)C(NCCN(C)C)c1ccccc1 (configuration not stated),-11,0,-1,4,-5,10,-7,3,-14,1,0.7
CCCS(=O)(=O)N1CCC(C(=O)NCCN2CCC(Cc3ccccc3)CC2)CC1,5,3,6,6,11,13,-4,3,4,5,-1.8
CCOc1ccccc1CN1CCNC(=O)C1CC(=O)NCc1nccn1CC (configuration not stated),4,-1,-2,8,24,-6,5,-6,-10,1,-3.5
CCn1nc(C(=O)NCC2COc3ccccc3O2)c2ccccc2c1=O (configuration not stated),0,-7,-13,-1,-29,13,5,4,4,12,-2.0
COc1ccccc1NS(=O)(=O)c1ccc(NC(=O)c2ccccn2)cc1,3,4,-3,3,6,10,7,2,-12,-15,-2.5
Cc1ccc(-c2csc(NC(=O)c3cc([N+](=O)[O-])ccc3N3CCOCC3)n2)cc1,3,-3,5,0,-8,5,-3,3,7,14,-1.1
CS(=O)(=O)N(Cc1cc2ccccc2[nH]c1=O)C1CCCCC1,-5,3,5,0,-23,3,5,8,0,6,0.5
COc1ccc(C(=O)NC(=S)Nc2ccc([N+](=O)[O-])cc2C)cc1OC,4,-1,5,-1,-3,-16,2,4,-3,-5,8.9*
O=C1Cc2ccccc2C(c2ccc(Br)cc2)N1 (configuration not stated),4,5,-4,-4,15,25,2,10,-7,-10,0.9
CC(C)Cc1ccc(C(C)C(=N)N)cc1 (configuration not stated),3,6,10,8,-10,20,-5,-2,8,-10,0.6
CC(C)(C)C(=O)Nc1nnc(CCc2ccccc2)s1,-19,2,-64,6,-41,-112,5,-1,-62,-139,-2.4
CCOc1ncccc1C(=O)OCC(=O)c1cc(OC)c(OC)c(OC)c1,-1,-3,6,19,0,13,-3,-10,0,10,1.1
COC(=O)c1ccc(Cn2nc(-c3ccc(C)cc3)ccc2=O)cc1,-10,-3,-36,9,7,-3,6,-1,-1,-13,-0.9
Cc1c(Cl)cccc1NC(=S)N(CCCN1CCOCC1)Cc1cccs1,6,5,9,11,3,2,-4,-7,-2,8,-2.4
CN(Cc1ccccc1)C(=O)[C@@H]1CCCN1,.,1,12,.,-2,.,-1,.,.,6,.

# Screens from PubChem BioAssay.

# Only part of the results is shown (hit frequency here may not be typical).
